Screens (PubChem BioAssay)
PAX8 reporter = PAX8 transcriptional activity inhibition | 360,000 compounds, 1.2% hits | AID 652154 | RMG-I TPO-luciferase reporter, SteadyGlo, 24 h | inhibition, % at 12.6 µM;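 active = mean replicate inhibition at least 60% with every replicate also reaching 60%; inconclusive = only one of the two criteria is met; inactive = mean below 60% and not all replicates reaching 60%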;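 note: luciferase light reporting Pax8 driven TPO promoter activity; plate controls were median of neutral control wells for no effect and mitoxantrone controls for full effect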
INS-1E GSIS act = GLuc luminescence reporter in INS-1E cells, primary screen for activators of glucose-dependent secretion of insulin; AID 743287; 370,000 compounds, 0.61% hits; activation, % at 16.6 µM; INS-1E GLuc reporter insulin secretion, 2-3 h;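 active = lowest replicate activation of at least 40%, so every replicate reaches that level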;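 note: 0% = median of neutral control wells and 100% = median of IBMX positive control wells; some compounds called inactive have numbers as strong as hits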
XiGFP reactiv = activators of X-chromosome reactivation in mouse fibroblasts; XiGFP mouse fibroblasts, % GFP-positive cells imaging, 3 d; cells co-treated with 5-aza-dC sensitizer; scaled so ellipticine positive control = 100%; activation, % at 7.58 µM; 360,000 compounds, 0.055% hits; AID 743238;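 active = mean normalized replicate activation at least 10% and every replicate at or above 10%; inconclusive = only one of the two criteria met; inactive = mean below 10% and not all replicates reach 10%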;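 note: 0% = median of on-plate neutral control wells and 100% = ellipticine 6 µM median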
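System: 68-5-11 XiGFP fibroblast line; Timing: 3 days compound exposure; Compound dosing: one concentration, pinned; Benchmarks: positive control ellipticine, 6 µM final; Buffer or medium: DMEM containing 5-aza-dC.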
ARNT-TACC3 inh = disrupts binding between human ARNT and TACC3 | Q9Y6A5 | AlphaScreen His-ARNT PAS-B/GST-TACC3 binding, luminescence; TACC3 fragment carries E629A point mutation | inhibition, % at 9.99 µM | 390,000 compounds, 0.66% hits;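 active = mean inhibition of replicates at least 50% and at least half of replicates each reaching 50%; inconclusive = half or more replicates reach 50% but mean below 50%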;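 note: 0% = complete ARNT plus TACC3 wells and 100% = ARNT alone without TACC3; many hits fall short of the cut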
DENV2 CPE = inhibitors of DENV2 cytopathic effect; CPE inhibition, % at 9.99 µM; AID 651640; DENV2-infected cells, cytopathic effect rescue, plate reader; 350,000 compounds, 1.7% hits; in the data active = CPE inhibition above about 20%, passing the limit was not always enough; inconclusive = no clear call, values can overlap the other calls; tested in BHK-21 cells;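 note: 0% = median of neutral control wells and 100% = median of positive control wells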
F508del corr = CFTR F508del correction in bronchial cells | CFBE cells, YFP halide quenching; stimulated with forskolin plus potentiator P3; % fluorescence drop versus neutral controls | activity (quench increase), % at 7.58 µM | 350,000 compounds, 0.36% hits | AID 720511;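 active = mean added fluorescence quench of at least 8% versus neutral control, with both replicates also reaching 8%; inconclusive = only one of the mean or replicate conditions met; inactive = mean below 8% and not both replicates reaching 8%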;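 note: cells transiently co-express mutant CFTR-F508del with the halide-sensitive YFP; corrector assay measuring rescue of mutant channel to the surface after 24 h compound exposure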
ERp5 inh = ERp5 (human) disulfide isomerase inhibition; Q15084; ERp5 insulin aggregation, absorbance 650 nm, 90 min; AID 651711; 350,000 compounds, 0.05% hits; inhibition, % at 9.99 µM;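 active = mean replicate inhibition above about 25%, with every replicate also reaching it, limit read from the data, passing the limit was not always enough; inconclusive = only one of those two criteria met; inactive = neither criterion met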
Target sequence (Q15084 whole entry, looked up): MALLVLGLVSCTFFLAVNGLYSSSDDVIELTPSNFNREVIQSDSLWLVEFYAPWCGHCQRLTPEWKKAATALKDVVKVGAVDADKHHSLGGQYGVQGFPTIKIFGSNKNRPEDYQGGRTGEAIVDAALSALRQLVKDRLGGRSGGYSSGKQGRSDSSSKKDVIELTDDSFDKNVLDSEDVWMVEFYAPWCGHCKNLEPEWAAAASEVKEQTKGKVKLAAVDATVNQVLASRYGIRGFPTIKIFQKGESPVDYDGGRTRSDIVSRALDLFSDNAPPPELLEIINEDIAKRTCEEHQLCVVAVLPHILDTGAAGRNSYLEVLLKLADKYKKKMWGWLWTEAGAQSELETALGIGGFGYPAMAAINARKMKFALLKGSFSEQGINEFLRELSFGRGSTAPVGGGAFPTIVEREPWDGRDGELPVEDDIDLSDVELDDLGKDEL
EWS-Fli block = blocks EWS/Fli oncoprotein-driven transcription. A673 NR0B1-luciferase reporter, viability-normalised. inhibition, % at 12.6 µM. 350,000 compounds, 0.67% hits;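 active = mean inhibition of at least 50% after viability correction, with every replicate also passing that limit; inconclusive = mean reaches 50% but only one of two replicates passes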;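 note: firefly luciferase signal divided by Alamar Blue viability fluorescence both relative to DMSO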
* hit, by the source's call.

For C[C@@H]1CN([C@@H](C)CO)C(=O)c2cc(NC(=O)Nc3cccc4ccccc34)ccc2O[C@H]1CN(C)C(=O)Nc1ccc(F)cc1 the results were INS-1E GSIS act 1, XiGFP reactiv 0.1, ARNT-TACC3 inh 7, DENV2 CPE 3, F508del corr 1.2, ERp5 inh 1 and EWS-Fli block 2.
For O=C(Nc1ccc2oc(=O)c(C(=O)O)cc2c1)Oc1ccccc1 the results were PAX8 reporter 17, XiGFP reactiv 0.2, ARNT-TACC3 inh -14, DENV2 CPE -4, F508del corr -1.3, ERp5 inh -13 and EWS-Fli block 4.
CCc1ccc(CNC(=O)CCc2nnc(CCc3ccc(OC)cc3)o2)nc1 was read as PAX8 reporter 8, INS-1E GSIS act -5, XiGFP reactiv 0.3, ARNT-TACC3 inh 15, DENV2 CPE -5, F508del corr 0.9, ERp5 inh -3 and EWS-Fli block 7.
Screening Cc1ccc(S(=O)(=O)N2C[C@@H]3[C@H]4CC[C@H](C4)[C@@H]3[C@@H](C)[C@@H]2c2ccco2)cc1 returned PAX8 reporter -1, INS-1E GSIS act -9, XiGFP reactiv 0.0, ARNT-TACC3 inh -10, DENV2 CPE -5, F508del corr -3.0, ERp5 inh 2 and EWS-Fli block 16.
For Cc1ccc(C)c(OCCC(=O)OCC(=O)NC(=O)NC2CCCCC2)c1 the results were PAX8 reporter 1, INS-1E GSIS act -27, XiGFP reactiv 0.0, ARNT-TACC3 inh -9, DENV2 CPE inconclusive, F508del corr -0.6, ERp5 inh 1 and EWS-Fli block 15.
For CC(NC(=O)CCn1c(=S)[nH]c2ccsc2c1=O)c1ccccc1 (configuration not stated) the results were PAX8 reporter -1, INS-1E GSIS act 2, XiGFP reactiv 0.0, ARNT-TACC3 inh -3, DENV2 CPE -6, F508del corr 0.8, ERp5 inh 2 and EWS-Fli block 0.
`O=C(CSCc1c(Cl)cccc1Cl)NCc1ccccn1` gave PAX8 reporter 5, INS-1E GSIS act 5, XiGFP reactiv 0.1, ARNT-TACC3 inh -23, DENV2 CPE 4, F508del corr -1.3, ERp5 inh 0 and EWS-Fli block 10.
Clc1ccc2c(N/N=C/c3ccc(Br)cc3)ccnc2c1 was read as PAX8 reporter -1, XiGFP reactiv 0.2, ARNT-TACC3 inh 4, DENV2 CPE 3, ERp5 inh -4 and EWS-Fli block -1.
`CN(C(=O)CCCN1C(=O)c2cccc3cccc(c23)C1=O)c1ccccc1` gave PAX8 reporter 10, INS-1E GSIS act -17, XiGFP reactiv 0.0, DENV2 CPE 0, F508del corr 4.9, ERp5 inh 1 and EWS-Fli block 5.
For C#CCOCCOCCOCCNc1nc(N2CCN(C(=O)Cn3cc(CCCN=C(N)N)nn3)CC2)nc(N2CCN(C(=O)[C@H]([C@@H](C)O)n3cc(CCCCN)nn3)CC2)n1 the results were PAX8 reporter 10, INS-1E GSIS act 19, XiGFP reactiv 0.1, ARNT-TACC3 inh -5, DENV2 CPE -3, F508del corr -1.8, ERp5 inh 0 and EWS-Fli block -11.
Screening CCC(C)(C)NC(=O)CSc1nc(Cc2ccccc2)nc2ccccc12 returned PAX8 reporter -11, INS-1E GSIS act -6, XiGFP reactiv 0.0, ARNT-TACC3 inh 6, DENV2 CPE 3, F508del corr 1.1, ERp5 inh 0 and EWS-Fli block 6.
Screening CN(Cc1ccccc1)C(=O)c1nc[nH]c1C(=O)N1CCN(C(=O)OC(C)(C)C)CC1 returned PAX8 reporter 4, INS-1E GSIS act -12, XiGFP reactiv 0.5, ARNT-TACC3 inh -2, DENV2 CPE 42*, F508del corr -0.7, ERp5 inh 3 and EWS-Fli block -16.
Screening CC1CCCN(CC(O)CN2CCN(CC(O)CN3CCCC(C)C3)C(C)C2)C1 (configuration not stated) returned PAX8 reporter -7, XiGFP reactiv 0.3, ARNT-TACC3 inh 16, DENV2 CPE -1, F508del corr -0.4, ERp5 inh -1 and EWS-Fli block 2.
Screening COc1ccc(S(=O)(=O)N(CC(=O)NCc2ccccn2)Cc2ccccc2)cc1 returned PAX8 reporter 7, INS-1E GSIS act -8, XiGFP reactiv 0.0, ARNT-TACC3 inh -11, DENV2 CPE 0, F508del corr 2.8, ERp5 inh 5 and EWS-Fli block -23.
`CCOc1cccc(C=NNC(=O)C(=O)Nc2cccc(C(F)(F)F)c2)c1O` gave PAX8 reporter 70*, INS-1E GSIS act 1, XiGFP reactiv -0.2, DENV2 CPE 4, F508del corr 2.4, ERp5 inh -7 and EWS-Fli block 14.

Random excerpt: 3 compounds from above
Screening COc1ccc(S(=O)(=O)N(CC(=O)NCc2ccccn2)Cc2ccccc2)cc1 returned PAX8 reporter 7, INS-1E GSIS act -8, XiGFP reactiv 0.0, ARNT-TACC3 inh -11, DENV2 CPE 0, F508del corr 2.8, ERp5 inh 5 and EWS-Fli block -23.
CCc1ccc(CNC(=O)CCc2nnc(CCc3ccc(OC)cc3)o2)nc1 was read as PAX8 reporter 8, INS-1E GSIS act -5, XiGFP reactiv 0.3, ARNT-TACC3 inh 15, DENV2 CPE -5, F508del corr 0.9, ERp5 inh -3 and EWS-Fli block 7.
For Cc1ccc(C)c(OCCC(=O)OCC(=O)NC(=O)NC2CCCCC2)c1 the results were PAX8 reporter 1, INS-1E GSIS act -27, XiGFP reactiv 0.0, ARNT-TACC3 inh -9, DENV2 CPE inconclusive, F508del corr -0.6, ERp5 inh 1 and EWS-Fli block 15.

Further entries
For CN(CC(=O)Nc1cccc(F)c1)CC(=O)N(C)c1c(N)n(Cc2ccccc2)c(=O)[nH]c1=O the results were PAX8 reporter -5, INS-1E GSIS act -10, XiGFP reactiv -0.5, ARNT-TACC3 inh -2, DENV2 CPE 7, F508del corr -0.2, ERp5 inh 2 and EWS-Fli block 1.
For CC(C(=O)Nc1ccccc1-c1ccccc1)N(C)Cc1nc2ccccc2c(=O)[nH]1 (configuration not stated) the results were PAX8 reporter 19, INS-1E GSIS act -12, XiGFP reactiv 0.0, DENV2 CPE 0, F508del corr 1.3, ERp5 inh -3 and EWS-Fli block 26.
`COc1ccccc1-c1cnc2c(c1)C(=O)N([C@H](C)CO)C[C@@H](C)[C@H](CN(C)C(=O)CN(C)C)O2` gave INS-1E GSIS act 10, XiGFP reactiv -1.1, ARNT-TACC3 inh -6, DENV2 CPE 1, F508del corr 1.8, ERp5 inh 0 and EWS-Fli block -9.
`C[C@H]1CN([C@@H](C)CO)C(=O)Cc2cc(NC(=O)C3CCCCC3)ccc2O[C@@H]1CN(C)C(=O)Nc1ccc2c(c1)OCO2` gave INS-1E GSIS act -3, XiGFP reactiv -0.1, ARNT-TACC3 inh -5, DENV2 CPE -7, F508del corr 0.3, ERp5 inh -7 and EWS-Fli block -63.
`C[C@@H]1CN([C@H](C)CO)C(=O)c2ccccc2-c2ccccc2CO[C@H]1CN(C)S(=O)(=O)c1cccc(C#N)c1` gave PAX8 reporter -25, INS-1E GSIS act 13, XiGFP reactiv 0.4, ARNT-TACC3 inh 4, DENV2 CPE -3, F508del corr 1.9, ERp5 inh 2 and EWS-Fli block 1.
For COc1ccc(C(O)c2nc(-c3ccc4c(c3)OCO4)cs2)cc1 (configuration not stated) the results were PAX8 reporter -32, INS-1E GSIS act -24, XiGFP reactiv 0.0, DENV2 CPE 0, F508del corr 1.3, ERp5 inh 4 and EWS-Fli block -14.
O=C(COc1ccccc1)NCC(=O)N/N=C/c1ccc(O)cc1O was read as PAX8 reporter 45, INS-1E GSIS act 3, XiGFP reactiv 0.2, ARNT-TACC3 inh 8, DENV2 CPE 0, F508del corr 1.2, ERp5 inh 0 and EWS-Fli block 32.
C[C@@H]1CN([C@H](C)CO)C(=O)c2ccccc2-c2ccccc2CO[C@H]1CN(C)C(=O)[C@H](Cc1ccccc1)N(C)C was read as PAX8 reporter 1, INS-1E GSIS act 17, XiGFP reactiv 0.6, ARNT-TACC3 inh -5, DENV2 CPE 2, F508del corr 0.8, ERp5 inh 1 and EWS-Fli block -4.
For CC(=O)Nc1nnc(S(=O)(=O)N2CCN(c3ccc(Cl)cc3[N+](=O)[O-])CC2)s1 the results were PAX8 reporter -3, INS-1E GSIS act 1, XiGFP reactiv 0.0, ARNT-TACC3 inh 3, DENV2 CPE -4, F508del corr -0.3 and ERp5 inh 1.
Screening Cc1nn(C)c(C)c1S(=O)(=O)N1CCCC(C(=O)NCCc2ccc(Cl)cc2)C1 (configuration not stated) returned PAX8 reporter 0, INS-1E GSIS act -8, XiGFP reactiv 0.0, DENV2 CPE -3, F508del corr -2.3, ERp5 inh -2 and EWS-Fli block 12.
`O=C(C[C@H]1C[C@H]2c3cc(NC(=O)c4ccc5c(c4)OCO5)ccc3O[C@H]2[C@@H](CO)O1)NCc1ccccn1` gave PAX8 reporter -11, INS-1E GSIS act 0, XiGFP reactiv -0.1, ARNT-TACC3 inh 35, DENV2 CPE 1, F508del corr 0.6, ERp5 inh -1 and EWS-Fli block -15.
C/C=C/c1ccc([C@@H]2[C@@H](CO)N(CC3CCCC3)C23CN(S(=O)(=O)CC)C3)cc1 was read as INS-1E GSIS act -12, XiGFP reactiv 0.0, DENV2 CPE -6, F508del corr 3.1, ERp5 inh -1 and EWS-Fli block 11.
Screening O=C(COc1ccc(S(=O)(=O)NCc2ccccc2)cc1Cl)NCc1ccccn1 returned PAX8 reporter 20, INS-1E GSIS act -4, ARNT-TACC3 inh -3, DENV2 CPE -3, F508del corr -0.8, ERp5 inh 2 and EWS-Fli block 10.
Screening O=C(C[C@H]1CC[C@@H](NC(=O)Cc2cccnc2)[C@H](CO)O1)Nc1ccc(-c2ccccc2)cc1 returned PAX8 reporter 18, INS-1E GSIS act -6, XiGFP reactiv 0.5, ARNT-TACC3 inh -7, DENV2 CPE -3, F508del corr 0.0, ERp5 inh -4 and EWS-Fli block 0.
O=C(CSc1nccn1-c1ccccc1)NO was read as PAX8 reporter -63, INS-1E GSIS act 1, XiGFP reactiv -0.1, ARNT-TACC3 inh -1, DENV2 CPE 0, F508del corr 1.0, ERp5 inh -2 and EWS-Fli block -2.
`Cc1cc(C)c(C)c(S(=O)(=O)N[C@@H](C)C(=O)OCC(=O)NC2CCCC(C)C2C)c1C` (some centres not stated) gave PAX8 reporter -12, INS-1E GSIS act -35, XiGFP reactiv 0.3, ARNT-TACC3 inh 2, DENV2 CPE -9, F508del corr -2.4, ERp5 inh -4 and EWS-Fli block 1.
Screening C[C@H]1CN([C@@H](C)CO)C(=O)c2cccc(NS(C)(=O)=O)c2O[C@H]1CN(C)C(=O)NC1CCCCC1 returned PAX8 reporter 3, INS-1E GSIS act 31, XiGFP reactiv -1.2, ARNT-TACC3 inh 2, DENV2 CPE -6, F508del corr 1.2, ERp5 inh -10 and EWS-Fli block -7.
Cc1nc(COc2cccc(Cl)c2)sc1C(=O)/C=C/N(C)C was read as PAX8 reporter -18, XiGFP reactiv 0.0, ARNT-TACC3 inh 3, DENV2 CPE -2, F508del corr 1.7, ERp5 inh inconclusive and EWS-Fli block -69.
For COC(=O)[C@]1(Sc2ccc(C)cc2)CC(=O)N[C@@H]1c1ccco1 the results were PAX8 reporter 8, INS-1E GSIS act -4, XiGFP reactiv 0.0, DENV2 CPE inconclusive, F508del corr 1.5, ERp5 inh 9 and EWS-Fli block 12.
